From PubChem
ROC1-CUL1 inh = inhibitors of human ROC1-CUL1 ubiquitin ligase activity | 0.6% of 140,000 active | in vitro K48 di-Ub FRET, acceptor:donor ratio, 45 min | AID 1347404, 2020 | E3 ubiquitin-protein ligase RBX1 (Homo sapiens) + Cullin-1 (Homo sapiens), P62877+Q13616 | inhibition, % at 10 µM; in the data active = inhibition above about 25%
Target sequence (P62877 whole entry, looked up): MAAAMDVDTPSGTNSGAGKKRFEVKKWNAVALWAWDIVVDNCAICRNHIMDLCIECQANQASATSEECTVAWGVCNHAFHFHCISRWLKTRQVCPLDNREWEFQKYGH
Target sequence (Q13616 whole entry, looked up): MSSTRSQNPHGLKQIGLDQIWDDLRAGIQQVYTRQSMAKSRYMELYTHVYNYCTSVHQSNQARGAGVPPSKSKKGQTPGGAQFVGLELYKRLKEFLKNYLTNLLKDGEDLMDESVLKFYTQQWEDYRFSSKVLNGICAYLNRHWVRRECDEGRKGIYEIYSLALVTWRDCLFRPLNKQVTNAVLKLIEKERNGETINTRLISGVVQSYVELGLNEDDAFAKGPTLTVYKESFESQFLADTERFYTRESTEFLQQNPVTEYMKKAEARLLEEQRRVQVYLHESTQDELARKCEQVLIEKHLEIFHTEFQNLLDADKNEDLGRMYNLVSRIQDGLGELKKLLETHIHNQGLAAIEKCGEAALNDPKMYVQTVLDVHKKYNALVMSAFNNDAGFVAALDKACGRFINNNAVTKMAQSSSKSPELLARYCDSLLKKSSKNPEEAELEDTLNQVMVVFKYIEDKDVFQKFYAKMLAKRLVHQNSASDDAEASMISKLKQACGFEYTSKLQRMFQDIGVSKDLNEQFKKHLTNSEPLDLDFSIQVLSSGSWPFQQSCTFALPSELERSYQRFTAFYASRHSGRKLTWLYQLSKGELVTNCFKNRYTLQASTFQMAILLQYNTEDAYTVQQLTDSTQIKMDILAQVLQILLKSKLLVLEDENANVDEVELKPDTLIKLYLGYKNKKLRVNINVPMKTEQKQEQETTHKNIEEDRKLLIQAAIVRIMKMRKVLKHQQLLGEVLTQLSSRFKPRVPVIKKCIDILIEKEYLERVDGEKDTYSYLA
Numbers without * were called inactive; & = joins results of further samples. An excerpt. The share of hits here may be higher or lower than overall.

Molecule	ROC1-CUL1 inh
O=C(CCN1CCCO1)N(Cc1cccnc1)CC1CCCN(C2CCCCC2)C1 (stereo not given)	0
CCc1cccc(C)c1NC(=O)NC1COc2ccccc2C1 (stereo not given)	-1
O=C1NC(=S)N(c2ccccc2)C(=O)/C1=C/c1cc(Br)ccc1O	2
COCCSCCOc1cccc2c(OCCSCCOC)cccc12	13
Cc1cc(C)c2c3c(sc2n1)C(c1ccccc1Cl)C(C#N)C(=N)O3 (stereo not given)	-1
CCOC(=O)C1=C(C)N(C)C2=C(C(=O)c3ccccc32)C1c1ccccc1 (stereo not given)	-4
CC(C(=O)NCc1ccccc1)n1ccc2cc(S(=O)(=O)N3CCCC3)ccc21 (stereo not given)	3
COc1ccc(C2(C(=O)Nc3ccc(C(=O)NCCc4ccccc4)cc3)CCOCC2)cc1	5
CCS(=O)(=O)c1ccc2oc(=O)c(CC(=O)c3ccc(C)cc3)nc2c1	7
O=C(COc1ccc(S(=O)(=O)NCc2ccccc2)cc1)NCCC1=CCCCC1	-4
COc1ccc(CC2C(=O)Nc3ccc(Br)cc32)cc1OC (stereo not given)	-4
Cc1ccc(CN2CCCn3nc(C(=O)NCc4ccc(N(C)C)cc4)cc3C2=O)cc1	2
O=C(Nc1ccc(Br)cc1F)N1CCC2(CC1)Oc1ccccc1C(=O)N2Cc1ccccc1F	0
CCCS(=O)(=O)N1CCC(C(=O)Nc2ccc(O)cc2)CC1	5
Cn1c(=O)cc(OCC(=O)N2CCN(c3ccccc3)CC2)c2ccccc21	-3
COc1ccccc1C(=O)Nc1nc2n(n1)C(c1ccc(F)cc1)CC(c1ccc(Cl)cc1)=N2 (stereo not given)	0
CC(C)(C)c1ccc(S(=O)(=O)N2CCSC2c2cccc(Cl)c2)cc1 (stereo not given)	3
COc1cc2c(cc1O)C=CC1(O2)Oc2cccc3c(OC)ccc1c23 (stereo not given)	-1
COc1ccc(C2(CNC(=O)CC(c3ccccc3)c3ccccc3O)CCCC2)cc1OC (stereo not given)	-2
Brc1cnc2nc(-c3ccccc3)[nH]c2c1	0
Cc1cccc(N2C(=O)CSC23C(=O)N(CC(=O)NCc2ccccc2Cl)c2ccccc23)c1 (stereo not given)	-1
Cc1c2cnn(CC(=O)NC(C)C)c(=O)c2c(C)n1Cc1ccccc1Cl	-4
COc1ccccc1NC(=O)C1C(C)=Nc2nnnn2C1c1cccc(OC)c1OC (stereo not given)	2
Cc1onc(-c2ccccc2)c1C(=O)Nc1ccc([N+](=O)[O-])cc1	6
NC(=O)CN1C(=O)C2C3c4ccccc4C(c4ccccc43)C2C1=O (stereo not given)	-6
CC1CCCCN1Cc1c(O)ccc2c(=O)c(-c3ccc(Cl)cc3)coc12 (stereo not given)	2
CCOC(=O)C(C)n1cnc2sc(C)c(-c3ccc(OCC)cc3)c2c1=O (stereo not given)	1
Cc1ccc(CNc2ccc3cc(S(=O)(=O)N4CCCCC4)ccc3n2)cc1	0
CCOC(=O)C1C(=O)/C(=C/c2cc3c(cc2OC)OCO3)SC1=NC(=O)c1ccc(C)cc1 (stereo not given)	-1
COC(=O)c1nc2[nH]c(=O)[nH]c(=O)c2nc1C(=O)OC	7
O=C(N/N=C1\CCCc2ccccc21)c1ccccc1[N+](=O)[O-]	-11
O=C1c2ccccc2C(=O)N1CCCC(=O)N1c2ccccc2Sc2ccccc21	6
Cc1cccc(CN2CCC(C3CCN(c4ncccn4)CC3)C2)n1 (stereo not given)	-7
CN1N=C(C(=O)NCc2cccnc2-n2cnc3ccccc32)CCC1=O	-7
O=C(O)c1cc(S(=O)(=O)N2CCOCC2)ccc1Br	1
CN(C(=O)c1cc2nc(-c3ccc4c(c3)OCO4)cc(C(F)(F)F)n2n1)c1ccc(OC(F)(F)F)cc1	-2&-10
CCOc1ccc(CCNC(=O)c2cnc3c(-c4ccc(F)cc4)c(C)nn3c2C)cc1OCC	-9
O=c1c(-c2ccc(Cl)cc2Cl)coc2c(CN3CCCCC3)c(O)ccc12	2
Cc1cnccc1CN(C)c1ccc(-c2nc(Cc3ccccc3)no2)cn1	11
Cc1ccc([N+](=O)[O-])cc1NC(=O)C(F)(F)F	-5
O=C(Oc1cccc2cccnc12)c1ccccc1I	0
CCOC(=O)c1ccc(NC(=O)CN2C(=O)c3cccnc3Sc3ccccc32)cc1	-1
CCC(C)NC(=O)C1CCN(S(=O)(=O)N(C)C)CC1 (stereo not given)	1
O=C(NCCCN1CCCC1)C1C(c2ccccc2)C(C(=O)NCCCN2CCCC2)C1c1ccccc1 (stereo not given)	-4
CCOc1ccc(NC(=O)CSc2nnc(-c3ccc(N)cc3)n2C)cc1	-11
Cc1ccc(CNC(=O)Cn2c(-c3cccs3)cc3cc(Cl)ccc32)cc1	-9
Cc1cccc(-c2nn3c(-c4c5c(nn4C)CCCC5)nnc3s2)c1	-3
N#Cc1ccc(NC(=O)c2ccc(-c3ccccc3)cc2)cc1	-6
COC(=O)c1ccc2nc(C)cc(Nc3cccc(Cl)c3C)c2c1	1
CCOC(=O)c1ccc(NC(=O)CC2NCCNC2=O)cc1 (stereo not given)	1

Continued:
Molecule	ROC1-CUL1 inh
CCc1cc(C(c2ccccc2OC)N2CCOCC2)c(NC(=O)c2ccccc2)s1 (stereo not given)	-6
CC1(C)CC(=O)CC(=NCC2NCCc3ccccc32)C1 (stereo not given)	-1
CCOC(=O)c1ccc(NC(=O)C(Cc2ccc3c(c2)OCO3)=NC(=O)c2ccc(OC)cc2)cc1	0
Cc1ncc2c(c1CNC(=O)CN1CCCCC1)CCN(C(=O)c1ccc(-c3ccco3)cc1)C2	6
CN(C)c1cccc(N=CC2C(=O)NC(=S)N(c3ccccc3F)C2=O)c1 (stereo not given)	-5
O=C(CSc1nc2c(oc3ccccc32)c(=O)n1Cc1ccco1)Nc1ccccc1	-1
COc1ccc(/C=C2\N=C(c3ccccc3)OC2=O)cc1[N+](=O)[O-]	0
Nc1nc(N)c2cc(C(F)(F)F)ccc2n1	2
CCOC(=O)C1(Cc2ccc(F)cc2)CCCN(C(=O)CNC(C)=O)C1 (stereo not given)	4
COc1cccc(S(=O)(=O)Nc2ccc3c(c2)OCCO3)c1	-2
CC1=CC(C)(C)N(C(=O)c2ccc(F)cc2)c2ccccc21	-6
CCOc1ccc([C@@H]2[C@H]3CNCC=C3C(C#N)C(=N)C2(C#N)C#N)cc1OCC (stereo not given in full)	0
O=C(Nc1ccc(OC(F)(F)Cl)cc1)c1cc2cc(Br)ccc2oc1=O	8
CCN(CC)c1ccc(NS(=O)(=O)c2ccccc2[N+](=O)[O-])cc1	3
CCCC1CCc2c(sc(NC(=O)C3CC=CCC3C(=O)O)c2C(N)=O)C1 (stereo not given)	-4
CC(=O)c1cnc(N2CCCC2)nc1C	16
Cc1cc(/C=C/c2ccc(Cl)cc2Br)cs1	0
O=C(CN1CCOCC1)Nc1cc(Br)ccc1Br	-1
CCCCn1cc(S(=O)(=O)c2ccc(F)cc2)c(=O)c2ccccc21	-4
CCN(CC)S(=O)(=O)c1cc(Br)ccc1Br	3
Cc1cccc(-c2nc3c4ccccc4nc(NCCc4ccccc4)n3n2)c1	3
CC(C)c1ccc(NC(=O)C2CCCN(S(=O)(=O)c3ccc4[nH]c(=O)oc4c3)C2)cc1 (stereo not given)	-5
CCCc1cc(=O)[nH]c(SCc2nc(-c3ccc(OC)cc3)no2)n1	11
CCCCOc1ccc(C(=O)NNC(=S)NC(C)=O)cc1	3
CCC(C)Oc1c(Br)cc(/C=C2\C(=O)NC(=S)N(C)C2=O)cc1OC (stereo not given)	-8
CCOC(=O)c1ccc(NC(=O)CC2C(=O)N(c3ccc(OC)cc3)C(=S)N2Nc2ncc(Cl)cc2Cl)cc1 (stereo not given)	-11
COc1ccc(CCNC(=O)CCc2c(C)c3cc4c(C)c(C)oc4cc3oc2=O)cc1OC	8
COc1cc(CNCCSc2nnnn2C)ccc1OCc1ccccc1	-4
CCc1ccc(N2C(=O)C(=Nc3ccc(F)cc3)C(Cl)C2=O)cc1 (stereo not given)	-5
COc1ccc(C(=O)O/N=C2\CCCc3nonc32)cc1	-2

Individual results from above.
`CCc1ccc(N2C(=O)C(=Nc3ccc(F)cc3)C(Cl)C2=O)cc1` (stereo not given) in ROC1-CUL1 inh → -5
`COc1ccc(CCNC(=O)CCc2c(C)c3cc4c(C)c(C)oc4cc3oc2=O)cc1OC` in ROC1-CUL1 inh → 8
`CCCc1cc(=O)[nH]c(SCc2nc(-c3ccc(OC)cc3)no2)n1` in ROC1-CUL1 inh → 11
`COc1ccc(C(=O)O/N=C2\CCCc3nonc32)cc1` in ROC1-CUL1 inh → -2
`Cc1cccc(-c2nc3c4ccccc4nc(NCCc4ccccc4)n3n2)c1` in ROC1-CUL1 inh → 3

Later entries:
Molecule	ROC1-CUL1 inh
CCn1c2ccccc2c2cc(C3c4c(n[nH]c4C(C)(C)C)OC(=N)C3C#N)ccc21 (stereo not given)	4
O=C(NCC1(c2ccccc2)CCOCC1)c1cc(CCc2ccccc2)no1	2
C=C(C)Cn1c(=O)c2c(nc3n(Cc4ccccc4)c(C)c(C)n23)n(C)c1=O	7
COc1ccc(NS(=O)(=O)c2ccc(C)cc2)cc1C(=O)NC1CCN(Cc2ccccc2)CC1	4
O=C(Nc1ccc(Br)cc1)c1cc2c(s1)CCCC2	-5
COc1ccc(-c2c(C)nn3c(C(F)(F)F)cc(-c4ccccc4)nc23)cc1	2
COc1ccc(S(=O)(=O)N2c3ccc(C)cc3C(C)=CC2(C)C)cc1	3
Cc1ccc(-c2c(S(=O)(=O)c3ccccc3)cnc3cc(-c4ccccc4)nn23)cc1	10
CCOC(=O)c1ccc(N=C2S/C(=C\c3cc(C)n(-c4cccnc4)c3C)C(=O)N2C)cc1	5
Cc1ccc(C(=O)C2C(=O)C(=O)N(CCCC(=O)O)C2c2ccccc2F)cc1 (stereo not given)	-7
O=C(Nc1cccc(Cl)c1)Nc1ccccc1C(F)(F)F	-1
COC(=O)[C@@H](NC(=O)C1(N(C)C)Cc2ccccc2C1)c1ccccc1	-6
C=CCn1c(-c2ccc(Br)cc2)nc(=S)c2c1CCCC2	2
CCOC(=O)c1c(C)oc2ccc(N(C(=O)c3ccncc3)S(=O)(=O)c3ccc(F)cc3C)cc12	-1
COc1ccc(S(=O)(=O)N2CCSC2c2ccc(OCc3ccccc3)cc2)cc1 (stereo not given)	11
CCCc1c(C(=O)OCC)cnc2nc(-c3cccnc3)nn12	-10
COC(=O)C1CCN(Cc2ccc3c(c2)CN(C(=O)c2cnn(Cc4ccccc4)c2)CCO3)CC1	-2
O=C(CCN1CCCO1)N1CCCC(CNS(=O)(=O)c2cccs2)C1 (stereo not given)	1
Cc1ccc(NC(=S)NC(=O)c2ccccc2)cc1	-6
Cc1ccc(OC(C)C(=O)Nc2nc(C)cs2)cc1 (stereo not given)	-2
Cc1ccc(NC(=O)c2sc3nc(-c4cccs4)ccc3c2N)cc1C	0
CSc1ccc(-c2nnn(CC(=O)Nc3ccc(OC(F)(F)F)cc3)n2)cc1	-1
O=C1OC(C2CCCCC2=O)C(Cl)=C1Cl (stereo not given)	-4
CSc1nn(-c2cc(Oc3cc(C)cc(C)c3)nc(-c3ccccc3)n2)c(N)c1C#N	0
CCc1nn2c(=O)c(NC(=O)c3ccccc3Cl)cnc2s1	-1
COc1cc(CN2CCN(S(=O)(=O)c3ccc(F)cc3)CC2)cc(OC)c1OC	-2
CSc1nc(Oc2ccc(F)cc2Cl)cc(-n2ncc(C#N)c2N)n1	9
Cc1nonc1CC(=O)N1CCc2[nH]nc(C3CCC3)c2C1	5
CC(CN1C(C)CCCC1C)OC(=O)c1ccccc1I (stereo not given)	5
Cc1ccc(C(=O)NCC(c2ccco2)S(=O)(=O)c2ccccc2)cc1C (stereo not given)	9

The last four compounds of the part above lead into the next:
Molecule	ROC1-CUL1 inh
CSc1nc(Oc2ccc(F)cc2Cl)cc(-n2ncc(C#N)c2N)n1	9
Cc1nonc1CC(=O)N1CCc2[nH]nc(C3CCC3)c2C1	5
CC(CN1C(C)CCCC1C)OC(=O)c1ccccc1I (stereo not given)	5
Cc1ccc(C(=O)NCC(c2ccco2)S(=O)(=O)c2ccccc2)cc1C (stereo not given)	9
C=CCn1c(COc2ccc(C(C)(C)c3ccccc3)cc2)n[nH]c1=S	-4
O=C(NC(=S)NNC(=O)c1ccccc1O)c1cccc([N+](=O)[O-])c1	-7
c1ccc2c(c1)ncn1c3ccccc3nc21	0
CCOC(=O)Cn1c(=O)oc2cc(S(=O)(=O)NCc3ccc(F)cc3)ccc21	-5
Cc1cc(C)c(C)c(S(=O)(=O)NCc2ccc(C(=O)N3CCCC3)cc2)c1C	4
CCOc1ccc(Nc2nc(N)nc(CN3CCN(CC)CC3)n2)cc1	-8
Cc1c(N=C2C(=O)Nc3ccc(Cl)cc32)c(=O)n(-c2ccccc2)n1C	0
Cc1cc(C)c(NC(=O)CSc2nccn2Cc2ccco2)c(C)c1	-6
COc1ccccc1-c1nnc2sc(Cc3ccc(F)cc3)nn12	2
COc1ccc(/C=N\Nc2nc(-c3ccc(Cl)cc3)cs2)cc1	-3

4 entries from above, reformatted:
ROC1-CUL1 inh,SMILES
-7,O=C(NC(=S)NNC(=O)c1ccccc1O)c1cccc([N+](=O)[O-])c1
-4,C=CCn1c(COc2ccc(C(C)(C)c3ccccc3)cc2)n[nH]c1=S
4,Cc1cc(C)c(C)c(S(=O)(=O)NCc2ccc(C(=O)N3CCCC3)cc2)c1C
-5,CCOC(=O)Cn1c(=O)oc2cc(S(=O)(=O)NCc3ccc(F)cc3)ccc21

(more compounds)
Molecule	ROC1-CUL1 inh
O=C(O)c1ccc2c(c1)C(=O)N(Cc1ccc3c(c1)OCO3)C2=O	0
Cc1ccc2c(c1)c1c(n2C)C2=NNC(c3ccccc3)C2CC1 (stereo not given)	5
CCOC(=O)c1ccc(-c2ccc(C3Nc4ccccc4C(=O)N3O)o2)cc1 (stereo not given)	0
OC(c1ccccc1)c1ncc2sccc2n1 (stereo not given)	-1
CN(Cc1ccccn1)C(=O)c1coc(COc2ccc(F)cc2Cl)n1	9
